# Bioassay records: PubChem, several laboratories
# Peg3 promoter: Peg3 promoter-driven luciferase inhibitors, primary screen, cell-based, HeLa, luciferase luminescence; HeLa PEG-Prom luciferase reporter, overnight; inhibition, % at 20 µM; AID 588405, 2011; 360,000 compounds, 1.7% hits;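 active means inhibition of at least 50% at 20 µM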
# HIF-2a block: HIF-2a reporter inhibitors, primary screen, luminescence, 786-0 RCC cells; 360,000 compounds, 0.72% hits; AID 624352, 2012; inhibition, % at 18.8 µM; 786-0 RCC cells HIF-2a reporter, luciferase luminescence, overnight;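 active means inhibition of the luminescence signal of 40% or more relative to plate controls, in a single-dose primary screen at 18.75 µM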
# TROY signal inh: inhibitors of TROY-driven NF-kB signaling, primary screen, Q293 LMP1-TROYcd cells, NF-kB luciferase, uHTS. Q293 LMP1-TROYcd NF-kB luciferase reporter, 4 h. inhibition, % at 10 µM. 360,000 compounds, 0.98% hits;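 active means compounds whose plate-normalised and pattern-corrected inhibition of the luciferase reporter signal at the single screening dose is 50% or more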
# Shn3 inh set2: reduction of Shn3 3'UTR firefly luciferase signal, primary screen, Schnurri-3 inhibitor project, cell-based, Clone20 osteoblasts, set 2 | Clone20 osteoblast Shn3 3'UTR firefly luciferase, 24 h | inhibition, % at 12.5 µM | 360,000 compounds, 0.52% hits | AID 588674, 2011;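 active means mean inhibition of at least 75% with every replicate also reaching 75%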;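 further: 0% = median of neutral control wells and 100% = pilot-screen positive control compound; some compounds past the cut are filed as inactive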
# TRPM1 prom inh: inhibitors of MITF-dependent TRPM1 promoter reporter, primary screen, cell-based, SK-MEL-5, single point, luciferase | SK-MEL-5 TRPM1 promoter luciferase, 24 h | AID 488899, 2010 | 330,000 compounds, 0.83% hits | inhibition, % at 12.5 µM;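 active means mean inhibition across replicates of 60% or more, whatever share of single replicates reaches that level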; further: values of inactives mirror those of a sister screen read the other way
# NR2E3 ag-1: inhibitors of NR2E3-RetCOR corepressor binding, primary screen, NR2E3 agonist project, biochemical, TR-FRET, GST-NR2E3, biotin-RetCOR | Photoreceptor-specific nuclear receptor (Homo sapiens), Q9Y5X4 | 1536-well | inhibition of corepressor binding, % at 4.78 µM | 320,000 compounds, 0.12% hits | AID 2300, 2010;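 active means percent inhibition above the cutoff of mean plus 3 SD of all tested compounds, set per screening campaign, cut at about 20% in these data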;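 further: 0% = DMSO wells and 100% = biotin wells as full block of FRET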
# Target sequence (Q9Y5X4 whole entry, looked up): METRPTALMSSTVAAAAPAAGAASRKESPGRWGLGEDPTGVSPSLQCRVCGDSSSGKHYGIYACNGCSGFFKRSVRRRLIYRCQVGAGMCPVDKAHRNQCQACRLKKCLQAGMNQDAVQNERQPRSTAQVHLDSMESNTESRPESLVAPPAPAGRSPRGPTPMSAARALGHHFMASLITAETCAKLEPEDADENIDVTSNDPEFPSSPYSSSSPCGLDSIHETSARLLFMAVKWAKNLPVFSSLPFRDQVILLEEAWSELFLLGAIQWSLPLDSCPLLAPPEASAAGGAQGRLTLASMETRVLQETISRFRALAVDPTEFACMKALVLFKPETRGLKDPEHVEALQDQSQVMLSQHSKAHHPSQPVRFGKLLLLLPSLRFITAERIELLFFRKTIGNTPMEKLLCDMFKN
#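 System: GST-NR2E3 and biotin-RetCOR proteins; probe or stimulus: 7 nM biotin-RetCOR; doses: compound at 4.8 µM, single dose; schedule: Compound–protein incubation for 5 h at 4 °C; detection: time-resolved FRET; read-out: percent inhibition; controls: biotin wells as high control, 0.6% DMSO wells as low control; format: 1536-well plates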
# NR2E3 ag-2: NR2E3 agonists in two-hybrid cells, primary screen, cell-based, luminescence, CHO-S, Gal4-NCOR/VP16-NR2E3; inhibition of corepressor binding, % at 3.98 µM; Photoreceptor-specific nuclear receptor (Homo sapiens), Q9Y5X4; luciferase; AID 602229, 2012; 360,000 compounds, 0.35% hits;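 active means inhibition above the mean of all tested compounds plus 3 SD, cut at about 70% in these data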;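 further: 0% = DMSO with NR2E3 transfected cells and 100% = cells lacking NR2E3 construct; higher means lower luciferase signal from less NR2E3 corepressor binding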
# TRAIL sens C8: viability loss with TRAIL in NB7+C8 cells, primary screen, TRAIL sensitizer project, cell-based, ATPlite luminescence | inhibition (viability loss, TRAIL sensitization), % at 10 µM | 360,000 compounds, 1% hits;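 active means compounds causing at least 50% loss of cell viability in the single-dose screen, relative to plate controls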
# TWEAK-Fn14 inh: inhibitors of TWEAK-Fn14 signaling, primary screen, luciferase reporter cells, uHTS; TWEAK-stimulated Fn14 reporter cells, luciferase luminescence, 8 h; inhibition, % at 10 µM; 360,000 compounds, 2% hits; in the data active means inhibition above about 50%
# KKLEB tox: cytotoxicity in KKLEB CF airway cells, primary screen, cytotoxicity control for CF NF-kB inhibitor project, cell-based, uHTS, fluorescence assay plates | KKLEB CF airway cells viability, ATPlite luminescence, overnight; hits give low values; cells stimulated with P. aeruginosa culture filtrate | activity change (cytotoxicity), % at 5 µM | 360,000 compounds, 0.36% hits;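 active means corrected activity change at or below -50% at 5 µM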
# CF NFkB inh: inhibitors of PAF-induced NF-kB signaling, primary screen, cell-based, GFP fluorescence, uHTS. KKLEB NF-kB-GFP reporter, GFP fluorescence overnight. inhibition, % at 5 µM. 360,000 compounds, 0.86% hits. AID 588850, 2011;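 active means at least 50% inhibition at 5 µM, scaled per plate between neutral and stimulator controls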;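 further: PAF is a Pseudomonas aeruginosa culture filtrate used as stimulus; plate controls were PAF-stimulated DMSO wells for no effect and unstimulated DMSO wells for full effect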
# * marks the source's active call; other numbers are inactive results; x = no result given. The list is partial (hit frequency here may not be typical).
# Sequence of screens: Peg3 promoter, HIF-2a block, TROY signal inh, Shn3 inh set2, TRPM1 prom inh, NR2E3 ag-1, NR2E3 ag-2, TRAIL sens C8, TWEAK-Fn14 inh, KKLEB tox, CF NFkB inh
CCCCNCc1cccn1-c1ccccc1
→ -1.8, 7.7, -36.6, -15.6, -10.4, 2.1, -23.8, -5.3, 19.8, 2.6, -4.5
COc1ccc(CCNC(=O)CN(c2ccccc2OC)S(C)(=O)=O)cc1
→ -20.3, 8.6, -19.6, -23.5, -7.1, 0.4, 8.2, 34.9, -29.0, -2.7, 3.9
CCCCc1nnc(NC(=O)CN(C)S(=O)(=O)c2ccc(C)cc2)s1
→ -2.5, -7.4, 3.0, 4.1, 5.2, 2.5, 1.4, 9.2, 3.7, 1.5, -6.1
COc1cccc(Cn2cccc(NC(=O)NC3CCCCC3)c2=O)c1
→ 9.9, 0.8, -15.3, 18.2, 5.9, 2.5, -3.7, 5.1, -15.7, -1.9, -3.2
Cc1ccc(C(=O)Cc2nnc(C)s2)cc1
→ -146.5, -132.6, -34.0, -20.5, -34.7, -2.0, -27.0, -17.7, 2.8, 15.9, -7.5
CCOc1ccccc1NC(=O)NCCN1CCCCC1
→ 9.9, 23.5, 2.9, 10.2, -2.6, 3.0, -11.3, -7.8, 2.5, 3.1, -4.7
CCCCCC(=O)N1CC2(CC(c3cccc(NC(=O)COc4ccc(Cl)cc4)c3)=NO2)C[C@@H]1C(N)=O (stereo partly drawn)
→ -13.3, -27.9, 22.9, 63.4, -1.3, 3.5, 5.3, 27.2, 47.2, -1.1, -3.0
CCOC(=O)C1(CC2CCCCO2)CCN(C(=O)Nc2ccc(C)c(C)c2)CC1 (stereo not drawn)
→ -59.4, -66.1, -35.0, 13.9, -1.4, 1.6, -45.6, 3.6, 0.4, -7.3, 4.0
CCOc1ccc(CN(C)CC(=O)c2c(N)n(Cc3ccccc3)c(=O)n(CC)c2=O)cc1OC
→ 15.0, 4.2, -13.2, 20.0, -14.2, 0.2, -6.3, -6.1, -0.8, -2.9, 11.0
Cc1ccccc1OCCn1cc(C(=S)N2CCCC2)c2ccccc21
→ 18.6, 8.3, 26.5, 81.5, 11.5, -2.2, -11.7, 0.3, -7.5, 0.4, 7.7
Cc1[nH][nH]c(=O)c1N=Nc1ccc(F)cc1
→ -40.5, -26.6, 6.3, -1.0, -37.3, -5.5, 5.7, 7.4, -10.8, 2.6, 8.7
COc1ccc(Cl)cc1NC(=O)CN(C)C(=O)c1ccc2c(c1)OCCO2
→ -25.6, -10.8, 1.4, -8.5, -4.3, -0.7, 17.0, -2.3, -1.8, -20.7, 29.2
O=C(O)CC(CC(=O)Nc1ccc(Oc2ccccc2)cc1)c1ccccc1 (stereo not drawn)
→ 8.0, 15.4, 15.0, -45.2, 8.1, 2.0, 10.3, -1.4, 2.7, 0.5, -6.4
CC(C)(NC(=O)c1ccccc1)c1nc2ccccc2s1
→ -0.4, -39.5, 15.2, -19.3, 0.1, 1.1, 8.3, -5.7, 10.4, 6.3, 9.4
Cc1nnc(SCC(=O)N(C)C2CCCCC2)n1C
→ -0.9, -6.7, 14.2, 6.5, 4.1, 1.6, 14.0, -0.5, 10.6, -0.1, -18.0
CCCCN(C(=O)C1=COCCO1)c1c(N)n(CCCC)c(=O)[nH]c1=O
→ -2.3, -0.7, -2.2, -20.8, 7.4, -0.4, -5.5, 1.2, -15.5, 5.0, -9.5
Cc1cn([C@H]2C[C@H](O)[C@@H](CCC(=O)NCc3ccccc3)O2)c(=O)[nH]c1=O
→ -11.4, 10.0, -3.5, 13.5, 0.8, x, -22.9, -6.3, 5.5, 1.6, -24.0
O=C(COC(=O)CCC(=O)c1cccs1)Nc1cc(S(=O)(=O)N2CCOCC2)ccc1Cl
→ -2.8, 25.6, 2.0, -0.9, 7.4, 3.8, 8.1, 3.9, -0.6, -0.6, 13.3
Cc1c2c(n3c(nc4ccccc43)c1C#N)N(CCCN(C)C)CC2
→ -9.8, 2.9, 1.3, 13.3, 10.1, -0.7, 0.9, -0.9, 22.0, 9.9, -35.9
Nc1nnc(SCC(=O)c2ccc([N+](=O)[O-])cc2)s1
→ 8.8, 2.7, -26.0, -15.4, -3.9, 1.7, 21.6, 0.8, 11.7, -8.0, -3.4
COC(=O)/C=C/c1cnc[nH]1
→ 2.5, 6.1, -21.8, -17.1, -6.5, 1.4, -0.7, -12.4, -12.0, -11.8, 31.6
CCOC(=O)C1(CC/C(C)=N\NC(N)=O)CC(C)(C)OC1=O (stereo not drawn)
→ 9.6, 5.9, -3.2, 2.6, 9.3, 3.5, -4.3, -1.0, -0.4, 4.5, 1.0
Cc1ccc(CN2CC(N3CCN(CC4CC4)CC3)CS2(=O)=O)cc1 (stereo not drawn)
→ 17.1, 1.8, -1.0, 0.2, x, x, 13.9, -21.8, 1.2, -7.7, 3.7
Cc1ccc(S(=O)(=O)CCC(=O)OCc2ccccc2)cc1
→ 4.6, 8.5, 3.5, 3.4, 8.1, 6.4, -11.5, 4.1, 7.3, 20.8, -1.0
CCn1c(=O)[nH]c(=O)c2c(N)c(C(=O)c3ccccc3OC)sc21
→ -12.9, 13.5, 23.4, 27.2, 7.3, -4.5, 17.6, -10.3, -20.9, 5.3, 9.4
O=C1Nc2ccc([N+](=O)[O-])cc2OC1CCN1CCOCC1 (stereo not drawn)
→ -1.1, 14.2, 0.0, 3.3, -11.3, 1.0, -1.1, -1.7, -10.2, -0.4, 2.4
O=C(CNc1cccc(S(=O)(=O)N2CCOCC2)c1)Nc1ccc(C(F)(F)F)cc1
→ 12.5, -5.9, 17.5, 35.7, 11.7, -2.2, 49.7, 16.2, -1.0, -15.5, 15.4
COc1cc(C(=S)N2CCCC2)ccc1OC(=O)c1ccc(Cl)cc1[N+](=O)[O-]
→ -8.2, 12.0, 4.6, -2.1, -0.6, 2.4, 1.0, -12.9, 8.1, 11.7, -18.5
NC(=O)c1ccc(N2CCCCCC2)c([N+](=O)[O-])c1
→ -7.7, 7.9, -2.3, -3.6, 3.5, 3.7, -11.2, 3.9, -13.6, -6.9, 1.9
Cc1cccc(NC(=S)NNC(=O)c2csc3c2CCC(C)C3)c1 (stereo not drawn)
→ -249.9, -280.8, 39.8, -104.4, -11.9, 0.4, -22.0, 14.2, -5.3, -10.0, 8.9

# The final 3 records of the section above are carried over, then new ones follow:
compound	Peg3 promoter	HIF-2a block	TROY signal inh	Shn3 inh set2	TRPM1 prom inh	NR2E3 ag-1	NR2E3 ag-2	TRAIL sens C8	TWEAK-Fn14 inh	KKLEB tox	CF NFkB inh
COc1cc(C(=S)N2CCCC2)ccc1OC(=O)c1ccc(Cl)cc1[N+](=O)[O-]	-8.2	12.0	4.6	-2.1	-0.6	2.4	1.0	-12.9	8.1	11.7	-18.5
NC(=O)c1ccc(N2CCCCCC2)c([N+](=O)[O-])c1	-7.7	7.9	-2.3	-3.6	3.5	3.7	-11.2	3.9	-13.6	-6.9	1.9
Cc1cccc(NC(=S)NNC(=O)c2csc3c2CCC(C)C3)c1 (stereo not drawn)	-249.9	-280.8	39.8	-104.4	-11.9	0.4	-22.0	14.2	-5.3	-10.0	8.9
CCC1Oc2ccc(C)cc2N(CC(=O)NCCCN2CCCCC2C)C1=O (stereo not drawn)	-46.9	2.4	-28.5	2.2	2.7	3.4	-15.6	22.9	9.2	-36.9	-4.4
CCOC(=O)C1CCN(C(=O)c2cccc(S(=O)(=O)Nc3ccc(C)cc3C)c2)CC1	5.9	12.1	-2.8	5.1	-1.4	2.1	6.9	-0.9	-6.7	-1.3	5.5
COc1cc2cc(CCCOC(=O)c3cccc(Br)c3)oc(=O)c2cc1OC	-3.2	0.2	-0.8	-8.8	7.6	5.3	3.4	-5.6	-17.5	-8.0	2.9
O=C(O)C1c2ccccc2Cc2ccccc21	13.7	13.1	-9.2	-15.3	x	x	15.8	-10.1	-11.2	20.7	-40.6
COc1ccc2[nH]c3c(NCCC4=CCCCC4)ncnc3c2c1	-128.8	-245.5	27.9	67.0	5.7	x	-48.7	54.1*	79.1*	-14.1	16.3
S=C(NCCNC(=S)Nc1ccccc1Cl)Nc1ccccc1Cl	27.2	6.2	12.4	8.7	8.0	4.7	-34.7	1.6	-10.7	-14.2	-1.4
CCOC(=O)c1cnn(-c2ncnc3sc4c(c23)CCC4)c1N	12.2	1.5	-31.9	4.4	15.0	5.0	-24.2	-6.9	-8.8	-11.4	-3.2
Cn1c(C(=O)OC(C(=O)NC(C)(C)C)c2cccnc2)cc2sccc21 (stereo not drawn)	21.9	16.0	-6.8	-8.1	-1.1	2.5	-3.6	-1.1	6.3	8.6	-4.8
Cc1ccc(-c2cc(-c3ccccc3)nc(N/N=C/c3cccnc3)n2)cc1	-90.7	-301.1	-28.5	-29.7	-32.1	-1.3	-2.8	17.2	39.7	14.5	-60.2
Cc1nn(-c2ccccc2)c2c1c(C)c(CCC(=O)N1CCOCC1)c(=O)n2C	21.4	16.1	-13.2	6.8	-4.9	-2.1	5.7	3.9	-2.3	-6.0	-13.5
CCOC(=O)c1csc(NC(=O)CN2CCCCC2)n1	-4.2	11.7	-11.9	12.5	-7.8	-1.3	-47.4	-10.7	12.5	-3.4	-15.8
O=C(Cn1cnc2cc([N+](=O)[O-])ccc2c1=O)Nc1ccc2c(c1)CCC2	12.8	7.4	-4.0	16.1	14.0	0.4	-22.9	-12.2	-8.5	-1.9	1.8
Cc1nc(-c2nc(-c3c(C(=O)NN)noc3C)cs2)cs1	-113.6	-155.3	-4.3	-42.4	-30.9	-2.5	-22.4	3.9	-20.0	3.3	-6.8
CCC(=O)Nc1c2c(nn1-c1cccc(Cl)c1)CSC2	2.2	7.0	-3.4	8.7	x	1.6	11.9	6.9	-0.9	15.0	-10.8
